IDH1 mut inh: inhibitors of IDH1 R132H reductase, primary screen, biochemical, plate reader, single point; Isocitrate dehydrogenase [NADP] cytoplasmic (Homo sapiens), O75874; diaphorase/resazurin fluorescence, 60 min; inhibition, % at 10 µM; actives 0.18% (n = 70,000); AID 624101, 2012; in the data active = inhibition above about 34%;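 note: 0% = DMSO and 100% = no enzyme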
PRC2 inh: EZH2/PRC2 methyltransferase inhibitors, primary screen, biochemical, DELFIA time-resolved fluorescence, single point; PRC2 H3K27 methylation, DELFIA TRF, 1 h; inhibition, % at 12.5 µM; actives 0.35% (n = 57,000); AID 651548, 2012;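 active = mean inhibition of replicates at least 50% and every single replicate also reaching 50%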;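 note: dimethyl H3K27 on biotinylated H3 21-44 peptide detected by antibody; plate controls were median neutral control wells for no effect and median positive control wells for full effect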
Target sequence (Q15910 whole entry, looked up): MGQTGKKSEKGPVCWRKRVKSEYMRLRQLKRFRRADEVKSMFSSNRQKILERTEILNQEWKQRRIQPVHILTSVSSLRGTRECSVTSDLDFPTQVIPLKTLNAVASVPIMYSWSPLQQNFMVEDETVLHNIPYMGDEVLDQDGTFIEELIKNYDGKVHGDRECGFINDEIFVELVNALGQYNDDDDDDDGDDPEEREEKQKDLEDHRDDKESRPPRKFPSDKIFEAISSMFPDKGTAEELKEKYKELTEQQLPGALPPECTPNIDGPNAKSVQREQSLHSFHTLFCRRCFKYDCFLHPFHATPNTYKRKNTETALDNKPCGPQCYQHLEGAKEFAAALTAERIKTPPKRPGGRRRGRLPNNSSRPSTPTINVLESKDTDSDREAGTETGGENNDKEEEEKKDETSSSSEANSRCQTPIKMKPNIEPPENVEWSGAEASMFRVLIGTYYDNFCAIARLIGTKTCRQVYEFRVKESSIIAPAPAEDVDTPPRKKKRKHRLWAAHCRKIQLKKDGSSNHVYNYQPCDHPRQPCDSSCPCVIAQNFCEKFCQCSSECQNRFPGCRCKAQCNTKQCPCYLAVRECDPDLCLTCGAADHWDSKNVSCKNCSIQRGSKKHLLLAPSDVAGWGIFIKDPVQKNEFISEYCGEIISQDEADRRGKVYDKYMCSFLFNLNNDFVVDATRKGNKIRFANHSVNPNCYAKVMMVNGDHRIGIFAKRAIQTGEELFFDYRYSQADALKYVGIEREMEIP
Starred values were filed as active, the others as inactive; x = no result given.

SMILES | IDH1 mut inh | PRC2 inh
CO[C@@H]1CN(C)C(=O)c2cc(NC(=O)C3CCOCC3)ccc2OC[C@@H](C)N(C(=O)Nc2ccc(C(F)(F)F)cc2)C[C@H]1C | 0.0 | -2.1
COc1ccc(NC(=O)N(C)C[C@@H]2Oc3c(NC(=O)NC4CCCCC4)cccc3C(=O)N([C@H](C)CO)C[C@H]2C)cc1 | x | -9.7
COc1ccccc1CNC(=O)C[C@@H]1CC[C@H](NC(C)=O)[C@@H](CO)O1 | 0.0 | -0.8
Cc1ccc(S(=O)(=O)Nc2ccc3c(c2)C(=O)N([C@@H](C)CO)C[C@H](C)[C@H](CN(C)C(=O)Nc2cccc4ccccc24)O3)cc1 | -0.2 | x
CC(C)NC(=O)Nc1ccc2c(c1)C(=O)N([C@H](C)CO)C[C@H](C)[C@H](CN(C)C(=O)Nc1ccccc1)OCCCC[C@H](C)O2 | 0.5 | -15.7
O=[N+]([O-])c1cccc(CN(CCO)Cc2ccccc2)c1 | -0.7 | -44.0
COc1ccc(CN(C)C[C@H]2Oc3ccc(NC(=O)C4CC4)cc3C(=O)N([C@@H](C)CO)C[C@@H]2C)cc1 | 1.2 | x
CO[C@H]1CN(C)C(=O)c2cc(NC(C)=O)ccc2OC[C@H](C)N(C(=O)CC2CC2)C[C@H]1C | -0.1 | 8.0
CC(=O)Oc1ccc2c(c1C(C)C)CCC1C(C)(C)CCC[C@]21C (stereo not given in full) | -0.5 | x
O=c1c(O)c(-c2ccc(O)cc2)oc2cc(OC3O[C@H](CO)[C@@H](O)[C@H](O)[C@H]3O)cc(O)c12 (stereo not given in full) | -0.6 | x
Cc1noc(C)c1NC(=O)Nc1ccc2c(c1)CC(=O)N([C@@H](C)CO)C[C@H](C)[C@H](CN(C)C(=O)Nc1ccc3c(c1)OCO3)O2 | -11.2 | x
C[C@@H]1CN([C@H](C)CO)C(=O)c2cccc(NC(=O)Nc3cccc4ccccc34)c2O[C@@H]1CN(C)S(=O)(=O)c1ccc(Cl)cc1 | -1.1 | x
CO[C@@H]1CN(C)C(=O)c2cc(NC(=O)C3CCCC3)ccc2OC[C@H](C)N(C)C[C@H]1C | -0.5 | 25.5
COc1ccccc1S(=O)(=O)N[C@@H]1CC[C@@H](CC(=O)N2CCOCC2)O[C@@H]1CO | 0.7 | 5.1
COc1ccc(S(=O)(=O)Nc2ccc3c(c2)CC(=O)N([C@@H](C)CO)C[C@@H](C)[C@H](CN(C)C(=O)Nc2ccccc2)O3)cc1 | -0.4 | x
C[C@H](CO)N1C[C@H](C)[C@H](CN(C)C(=O)c2ccccc2)Oc2cc(Br)ccc2S1(=O)=O | x | 14.0
C[C@@H]1CN([C@H](C)CO)C(=O)Cc2cc(NC(=O)Nc3ccc(F)cc3)ccc2O[C@@H]1CN(C)S(C)(=O)=O | -0.8 | 10.2
COCCNC(=O)C[C@@H]1C=C[C@H](NS(=O)(=O)c2ccc(C)cc2)[C@H](CO)O1 | 0.1 | 7.7
CCCNC(=O)C[C@@H]1C[C@@H]2c3cc(NC(=O)Nc4ccc(F)cc4)ccc3O[C@@H]2[C@H](CO)O1 | 0.0 | -18.5
C[C@@H]1CN([C@@H](C)CO)C(=O)c2cccc(NC(=O)c3nc4ccccc4s3)c2O[C@H]1CN(C)S(=O)(=O)c1cn(C)cn1 | 0.9 | x
C[C@H](CO)N1C[C@H](C)[C@@H](CN(C)C(=O)Nc2ccccc2)Oc2ccc(NC(=O)Cn3cnnn3)cc2C1=O | 3.1 | x
CC(C(O)c1ccc(O)cc1)N1CCC(Cc2ccccc2)CC1 (stereo not given) | 1.0 | x
C[C@H](CO)N1C[C@H](C)[C@H](CN(C)Cc2ccc(C(=O)Nc3ccccc3N)cc2)Oc2ccc(NS(=O)(=O)c3ccccc3)cc2CC1=O | x | -18.7
Cc1ccc(C(=O)CSc2nnc(-c3ccccc3[N+](=O)[O-])o2)cc1 | 0.4 | 11.1
CCCN1C[C@H](C)[C@H](OC)CN(C)C(=O)c2ccc(NC(=O)Nc3cccc(F)c3)cc2OC[C@@H]1C | 0.1 | -9.5
Remaining list, next part.
SMILES | IDH1 mut inh | PRC2 inh
C[C@@H]1CCCCO[C@@H](CN(C)S(C)(=O)=O)[C@H](C)CN([C@@H](C)CO)C(=O)c2cc(NS(=O)(=O)c3cn(C)cn3)ccc2O1 | 1.5 | x
COc1ccc(NC(=O)N(C)C[C@@H]2Oc3c(NC(=O)NC4CCCCC4)cccc3C(=O)N([C@@H](C)CO)C[C@@H]2C)cc1 | -3.3 | -2.3
C[C@H](NC(=O)C[C@@H]1C[C@@H]2c3cc(NS(C)(=O)=O)ccc3O[C@@H]2[C@@H](CO)O1)c1ccccc1 | 0.7 | 7.3
CCC(=O)N(C)C[C@@H]1Oc2cc(C#CCN(C)C)ccc2S(=O)(=O)N([C@@H](C)CO)C[C@@H]1C | -0.2 | 0.7
C[C@H](CO)N1C[C@H](C)[C@H](CN(C)Cc2ccc3c(c2)OCO3)Oc2c(NC(=O)C3CCCCC3)cccc2C1=O | x | 8.0
CCCN1C[C@H](C)[C@@H](OC)CN(C)C(=O)c2ccc(NC(=O)CC)cc2OC[C@@H]1C | 0.1 | -9.5
CO[C@H](CN(C)S(=O)(=O)c1ccccc1)[C@H](C)CN(Cc1ccccc1Cl)[C@H](C)CO | -0.6 | 9.3
COc1cc(/C(C)=C/C(C)CCCC(=O)O)oc(=O)c1C (stereo not given) | 0.2 | -1.8
COc1ccc(NC(=O)N(C)C[C@@H]2Oc3c(NC(=O)C4CC4)cccc3C(=O)N([C@H](C)CO)C[C@H]2C)cc1 | -0.4 | x
Cc1ccc(S(=O)(=O)N(C)C[C@H]2Oc3ccc(NC(=O)Nc4c(C)noc4C)cc3CC(=O)N([C@H](C)CO)C[C@H]2C)cc1 | -1.9 | x
C[C@H](CO)N1C[C@H](C)[C@@H](CN(C)Cc2cccnc2)OCc2cn(nn2)CCCC1=O | 0.2 | 2.4
C[C@H](CO)N1C[C@H](C)[C@@H](CN(C)C(=O)c2ccc(F)cc2)Oc2ncc(C3=CCCCC3)cc2C1=O | -1.4 | 2.5
COC(=O)c1cccc(COC(=O)c2cc(=O)[nH]c3ccccc23)c1 | -0.2 | x
CC(C)C#Cc1ccc2c(c1)O[C@H](CN(C)CC1CCOCC1)[C@@H](C)CN([C@H](C)CO)S2(=O)=O | -0.3 | 0.4
C[C@H]1CN([C@@H](C)CO)C(=O)CCCn2cc(nn2)CO[C@H]1CN(C)S(=O)(=O)c1ccccc1F | x | 4.0
C[C@@H]1CCCCO[C@@H](CN(C)C(=O)Cc2ccccc2)[C@@H](C)CN([C@@H](C)CO)C(=O)c2cc(NS(=O)(=O)c3ccc(Cl)cc3)ccc2O1 | 1.4 | x
COc1ccc(C(=O)Nc2ccccc2C(=O)NCC2CCCO2)cc1 (stereo not given) | 0.2 | -16.7
C[C@H](CO)N1C[C@H](C)[C@@H](CN(C)Cc2ccccc2C(=O)O)Oc2cc(-c3ccc(C(=O)N(C)C)cc3)ccc2S1(=O)=O | 0.5 | -6.2
CC(=O)N(C)C[C@H]1Oc2cc(-c3ccc(F)cc3)ccc2S(=O)(=O)N([C@@H](C)CO)C[C@H]1C | -2.5 | 15.2
Cc1ccc(S(=O)(=O)N(C)C[C@H]2OCCCC[C@H](C)Oc3ccc(NC(=O)CCCN(C)C)cc3C(=O)N([C@H](C)CO)C[C@H]2C)cc1 | -3.9 | x
CCCNC(=O)Nc1ccc2c(c1)C(=O)N(C)C[C@@H](OC)[C@@H](C)CN(C(=O)C1CCC1)[C@@H](C)CO2 | 0.3 | -12.2
CC(C)NC(=O)N(C)C[C@@H]1Oc2ccc(NC(=O)Cc3cn(C)c4ccccc34)cc2C(=O)N([C@@H](C)CO)C[C@H]1C | -39.5 | -3.7
O=C(CCCCCCC(=O)Nc1ccccc1O)N/N=C/c1cccnc1 | 0.5 | 0.6
O=C(CCN1C(=O)c2cccc3cccc(c23)C1=O)N1CCN(c2ncccn2)CC1 | 0.0 | 2.2
C[C@@H](O)C#Cc1ccc2c(c1)O[C@@H](CN(C)Cc1ccncc1)[C@@H](C)CN([C@@H](C)CO)S2(=O)=O | x | 6.3
(further entries)
SMILES | IDH1 mut inh | PRC2 inh
O=C(C[C@H]1C[C@@H]2c3cc(NC(=O)CC4CC4)ccc3O[C@@H]2[C@H](CO)O1)NCc1ccc2c(c1)OCO2 | 0.2 | 7.6
CCCC#Cc1cnc2c(c1)C(=O)N([C@@H](C)CO)C[C@@H](C)[C@H](CN(C)C(=O)Cc1ccncc1)O2 | 1.9 | -40.4
C[C@H](CO)N1C[C@H](C)[C@@H](CN(C)S(=O)(=O)c2ccc(F)cc2)OCCCC[C@H](C)Oc2ccc(NC(=O)c3ccccc3)cc2C1=O | 1.3 | x
C[C@@H]1CN([C@@H](C)CO)S(=O)(=O)c2ccc(C#CC3CC3)cc2O[C@@H]1CN(C)C(=O)c1ccncc1 | 0.3 | 0.3
C[C@H](CO)N1C[C@H](C)[C@H](CN(C)C(=O)Nc2cccc3ccccc23)Oc2ccc(NC(=O)NC3CCCCC3)cc2C1=O | 1.8 | -30.4
CC(C)C#Cc1cnc2c(c1)C(=O)N([C@@H](C)CO)C[C@H](C)[C@@H](CN(C)C(=O)Nc1ccccc1)O2 | 0.0 | 12.9
CC(C)NC(=O)N(C)C[C@H]1Oc2ccc(NS(=O)(=O)c3cccs3)cc2CC(=O)N([C@@H](C)CO)C[C@@H]1C | 2.1 | x
C[C@H](CO)N1C[C@H](C)[C@H](CN(C)Cc2ccc(C(=O)O)cc2)Oc2ccc(NC(=O)CCN3CCOCC3)cc2CC1=O | 1.8 | x
C[C@@H]1CN([C@H](C)CO)C(=O)c2cc(NS(=O)(=O)c3ccc(F)cc3)ccc2O[C@@H]1CN(C)S(=O)(=O)c1ccc(F)cc1 | -4.2 | x
C[C@H](CO)N1C[C@H](C)[C@@H](CN(C)C(=O)Nc2ccc3c(c2)OCO3)Oc2ccc(NC(=O)Nc3cccc4ccccc34)cc2C1=O | -0.7 | x
C[C@H]1CN([C@@H](C)CO)C(=O)c2cc(NC(=O)Nc3ccc4c(c3)OCO4)ccc2O[C@H]1CN(C)C(=O)Nc1ccc(C(F)(F)F)cc1 | 1.2 | x
COc1ccccc1-c1cnc2c(c1)C(=O)N([C@H](C)CO)C[C@@H](C)[C@@H](CN(C)Cc1ccccc1)O2 | 0.2 | x
C[C@@H]1CN([C@H](C)CO)C(=O)c2cc(C#Cc3cccnc3)cnc2O[C@H]1CN(C)C | 4.1 | -3.4
C[C@H]1CCCCO[C@@H](CN(C)C(=O)Nc2ccc(F)cc2)[C@@H](C)CN([C@@H](C)CO)C(=O)c2cc(NS(=O)(=O)c3ccc(Cl)cc3)ccc2O1 | 2.7 | x
C[C@@H]1CN([C@@H](C)CO)C(=O)c2cccc(NC(=O)Nc3ccc4c(c3)OCO4)c2O[C@@H]1CN(C)Cc1ccccc1 | 0.7 | 4.4
C[C@H](CO)N1C[C@H](C)[C@@H](CN(C)CC2CCCCC2)Oc2ccc(NC(=O)CCCCCC(=O)Nc3ccccc3N)cc2C1=O | x | -12.0
CNC[C@H]1OCCCC[C@H](C)Oc2ccc(NC(=O)c3ccccc3)cc2C(=O)N([C@H](C)CO)C[C@@H]1C | x | 4.5
C[C@@H]1CCCCO[C@H](CN(C)C(=O)Nc2ccc(F)cc2)[C@H](C)CN([C@@H](C)CO)C(=O)c2cc(NC(=O)c3ccncc3)ccc2O1 | -6.5 | x
O=C(C[C@@H]1CC[C@@H](NC(=O)c2ccccn2)[C@H](CO)O1)NCc1cccc(F)c1 | -0.3 | -0.2
O=C(C[C@@H]1CC[C@@H](NC(=O)c2ccc(F)cc2)[C@@H](CO)O1)NCCc1ccncc1 | 0.4 | -8.7
O=C(CNS(=O)(=O)c1ccccc1)Nc1ccc(I)cc1 | 0.0 | 3.0
CCN1CCN(C(=S)c2cc(I)c(OCC(=O)Nc3cccc(C)c3)c(OC)c2)CC1 | -0.6 | 1.9
CN1CCN(C(=O)CN(c2cc(C(F)(F)F)ccc2Cl)S(=O)(=O)c2ccccc2)CC1 | -0.4 | 6.5
NS(=O)(=O)c1ccc(NC(=O)CSc2nc3ccccc3[nH]2)cc1 | -0.3 | -2.7

Quoted from the listing for reference:
SMILES | IDH1 mut inh | PRC2 inh
CN1CCN(C(=O)CN(c2cc(C(F)(F)F)ccc2Cl)S(=O)(=O)c2ccccc2)CC1 | -0.4 | 6.5
NS(=O)(=O)c1ccc(NC(=O)CSc2nc3ccccc3[nH]2)cc1 | -0.3 | -2.7

10 entries from above, tab-delimited:
smiles	IDH1 mut inh	PRC2 inh
C[C@@H]1CN([C@@H](C)CO)C(=O)c2cccc(NC(=O)Nc3ccc4c(c3)OCO4)c2O[C@@H]1CN(C)Cc1ccccc1	0.7	4.4
C[C@H](CO)N1C[C@H](C)[C@@H](CN(C)CC2CCCCC2)Oc2ccc(NC(=O)CCCCCC(=O)Nc3ccccc3N)cc2C1=O	x	-12.0
CNC[C@H]1OCCCC[C@H](C)Oc2ccc(NC(=O)c3ccccc3)cc2C(=O)N([C@H](C)CO)C[C@@H]1C	x	4.5
C[C@@H]1CCCCO[C@H](CN(C)C(=O)Nc2ccc(F)cc2)[C@H](C)CN([C@@H](C)CO)C(=O)c2cc(NC(=O)c3ccncc3)ccc2O1	-6.5	x
O=C(C[C@@H]1CC[C@@H](NC(=O)c2ccccn2)[C@H](CO)O1)NCc1cccc(F)c1	-0.3	-0.2
O=C(C[C@@H]1CC[C@@H](NC(=O)c2ccc(F)cc2)[C@@H](CO)O1)NCCc1ccncc1	0.4	-8.7
O=C(CNS(=O)(=O)c1ccccc1)Nc1ccc(I)cc1	0.0	3.0
CCN1CCN(C(=S)c2cc(I)c(OCC(=O)Nc3cccc(C)c3)c(OC)c2)CC1	-0.6	1.9
CN1CCN(C(=O)CN(c2cc(C(F)(F)F)ccc2Cl)S(=O)(=O)c2ccccc2)CC1	-0.4	6.5
NS(=O)(=O)c1ccc(NC(=O)CSc2nc3ccccc3[nH]2)cc1	-0.3	-2.7

Screening results (PubChem)

Some of the compounds tested, so the mix of outcomes need not match the whole.
